Source: PubChem BioAssay (National Center for Advancing Translational Sciences (NCATS))
TRPV1 ag – human TRPV1 agonism; Q8NER1; activation, % at 8.33 µM; TRPV1-expressing cells, Fluo-8 calcium influx, agonist mode; AID 540275; 320,000 tested, 0.19% active; in the data active = activation above about 80%; inconclusive = between about 30% and that limit; also: 0% is about no effect
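Cells expressing TRPV1 were dye-loaded with Fluo-8 and read kinetically: 10 s baseline, 3 min after compound (agonist portion), then 2 min after EC20 capsaicin (allosteric enhancer portion). Calcium-bound dye fluorescence at 480/520 nm.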
B2AR arrestin – beta2AR (human) beta-arrestin recruitment activity | P07550 | beta-arrestin recruitment to beta2AR, cell-based reporter | Potency, µM (series often up to 46.1 µM), without a hit: at the highest dose activation, hits mostly activators | 330,000 tested, 0.02% active | AID 492947;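 also: potency is read from the fitted curve at half-maximal effect; 0% = DMSO controls and full agonism = EC100 isoproterenol or metaproterenol; nearly all actives have a fitted effect of over 65% in size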
uPA generation – inhibitors of cell surface uPA generation; cell surface uPA generation assay, qHTS; Potency, µM (highest dose often 38.3 µM), for inactives: top-dose activity change, negative = inhibition, usual class: inhibitors; 330,000 tested, 0.31% active; AID 540303; active = well fitted inhibition curve with a large enough effect; inconclusive = small, poorly fitted or top-dose-only effect; inactive = no such curve, though single readings can be large or run the other way; tested in mouse RAW 264.7 cells; also: potency is read from the fitted curve at half-maximal effect; % is scaled to controls: 0 for no effect and ±100 for the full control effect; nearly all actives have a fitted effect of over 55% in size
BRCA1 expr act – activators of BRCA1 expression. Potency, µM (titrated, usually from 46.1 µM), for the others: at the highest dose activation, most hits filed as activators. MCF7-BRCA1-FFLuc reporter, luminescence, 48 h; response scale: scaled: vehicle 0%, 10 µM genistein 100%. 380,000 tested, 1.1% active. AID 624202; also: potency is read from the fitted curve at half-maximal effect; nearly all actives have a fitted effect of over 80% in size; some results filed as inactive show a strong effect at the top dose
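Cells: MCF7-BRCA1-FFLuc, 2000/well. Exposure: 48 h, 37 °C, 5% CO2. Read: luminescence, 15 min post-substrate. Controls: genistein 10 microM (maximal activation), DMSO (neutral).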
S-ASM inh – inhibitors of human secretory acid sphingomyelinase; placental ASM, HMU-PC fluorogenic substrate, 60 min; P17405; Potency, µM (series often up to 57.5 µM), for the others: at the top dose activity change, negative = inhibition, actives largely listed as inhibitors; 340,000 tested, 0.006% active; also: potency is read from the fitted curve at half-maximal effect
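qHTS format. ASM enzyme prepared from human placenta hydrolyses the fluorogenic substrate HMU-PC0 (9 uM final) over 60 min at 37 °C after a 10 min compound preincubation.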
PTAP TSG101 blk – blocks PTAP/TSG101 interaction to inhibit HIV-1 budding | 340,000 tested, under 10 active | Q99816 | AID 493005 | Fluorescence polarization, FITC-PTAP peptide / Tsg101 binding | Potency, µM (highest dose often 115 µM), for the others: at the top dose activity change, negative = inhibition, actives largely listed as inhibitors; active = well fitted inhibition curve with a large enough effect in the main read-out, with a control signal flat, not every such curve was filed as active; inconclusive = small, poorly fitted or top-dose-only effect, or effect the other way, or a change in a side signal; inactive = no such curve, though single readings can be large or run the other way; also: potency is read from the fitted curve at half-maximal effect; % of control where 0% means no effect
Target sequence (Q99816 whole entry, looked up): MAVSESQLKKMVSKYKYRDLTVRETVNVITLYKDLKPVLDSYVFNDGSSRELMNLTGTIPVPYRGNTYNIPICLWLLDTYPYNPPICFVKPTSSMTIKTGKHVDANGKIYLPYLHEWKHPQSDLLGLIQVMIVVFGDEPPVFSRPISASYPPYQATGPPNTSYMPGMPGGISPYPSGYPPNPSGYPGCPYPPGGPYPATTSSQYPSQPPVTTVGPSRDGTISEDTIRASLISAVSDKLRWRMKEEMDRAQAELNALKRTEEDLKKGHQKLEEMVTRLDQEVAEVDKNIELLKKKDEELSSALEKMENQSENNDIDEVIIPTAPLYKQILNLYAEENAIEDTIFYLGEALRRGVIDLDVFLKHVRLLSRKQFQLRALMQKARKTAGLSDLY
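Tsg101 binding domain (10 uM final) was mixed with compound and a FITC-labeled PTAP peptide (50 nM final) in HEPES pH 7.5 buffer with NaCl, Tween 20, EDTA and TCEP; fluorescence polarization was read after 20 min at r.t.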
Eya2 inh – Eya2 (human) phosphatase inhibition. AID 488837. recombinant Eya2, OMFP fluorescence dephosphorylation (OMFP is methylfluorescein phosphate). O00167. 330,000 tested, 0.006% active. Potency, µM (titrated, usually from 76.9 µM), for the others: at the highest dose activity, negative = inhibition, actives largely listed as inhibitors; also: potency is read from the fitted curve at half-maximal effect; % is scaled to controls: 0 for no effect and ±100 for the full control effect
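Eya2 (0.2 uM) preincubated 10 min at ambient with compound, then OMFP substrate added at 50 uM; 10 min reaction in 50 mM HEPES pH 7.5, 50 mM NaCl, 5 uM MgCl2, 0.05% BSA, 1 mM DTT. Fluorescence read at Ex 485/Em 525 nm.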
USP2a block – blocks human ubiquitin-specific protease USP2a. O75604. USP2 core, Ub-CHOP2 coupled fluorogenic reporter, 485/531. Potency, µM (doses to about 38.3 µM), for the others: top-dose activity change, negative = inhibition, actives largely listed as inhibitors. 330,000 tested, 0.01% active. AID 463254;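 also: potency is read from the fitted curve at half-maximal effect; plate controls were DMSO wells for no effect and full inhibition by NEM control for full effect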
Target sequence (O75604 whole entry, looked up): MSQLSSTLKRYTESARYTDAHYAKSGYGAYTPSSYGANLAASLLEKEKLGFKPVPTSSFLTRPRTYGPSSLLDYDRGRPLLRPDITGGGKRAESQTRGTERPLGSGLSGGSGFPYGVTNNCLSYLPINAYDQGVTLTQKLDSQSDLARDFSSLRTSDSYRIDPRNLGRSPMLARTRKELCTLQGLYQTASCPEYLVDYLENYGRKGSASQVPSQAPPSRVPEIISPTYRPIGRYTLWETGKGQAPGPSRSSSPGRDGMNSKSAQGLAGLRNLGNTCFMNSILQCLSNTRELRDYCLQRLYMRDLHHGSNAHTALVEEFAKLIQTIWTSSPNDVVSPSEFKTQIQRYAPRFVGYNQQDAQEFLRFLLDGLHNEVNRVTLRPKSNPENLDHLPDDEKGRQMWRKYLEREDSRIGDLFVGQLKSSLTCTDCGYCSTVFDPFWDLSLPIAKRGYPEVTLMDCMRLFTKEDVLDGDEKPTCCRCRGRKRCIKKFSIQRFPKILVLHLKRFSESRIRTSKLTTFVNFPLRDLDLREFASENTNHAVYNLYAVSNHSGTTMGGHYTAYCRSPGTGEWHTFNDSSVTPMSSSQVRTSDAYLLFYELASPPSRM
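Deubiquitinase activity read as fluorescence (485/531 nm) after Ub-CHOP2 cleavage activates the enterokinase reporter on its substrate; USP2 core 10nM, Ub-CHOP2 and substrate 25nM each, 30min compound preincubation then 60min RT; data normalized to NEM, curves fitted.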
ELG1 genotoxic – induces genotoxicity in HEK293T cells with luciferase-tagged ELG1; 330,000 tested, 1.3% active; Potency, µM (top dose mostly 46 µM), for the others: at the top dose activity change, positive = activation, usual class: activators; HEK293T ELG1-luciferase reporter, luminescence, 16 h; also: potency is read from the fitted curve at half-maximal effect; % of control where 0% means no effect; nearly all actives have a fitted effect of over 60% in size
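Reporter readout depends on ELG1 protein level, which increases with genetic stress. After 16 hr compound exposure at 37 °C, luciferase activity was quantified using ONE-Glo.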
p53 reactivation – re-activators of mutant p53 | H1299 p53-A138V BP100-luciferase reporter, luminescence, 24 h | Potency, µM (top dose mostly 92.2 µM), without a hit: at the top dose activity change, positive = activation, most hits filed as activators | 320,000 tested, 0.063% active; also: potency is read from the fitted curve at half-maximal effect; % of control where 0% means no effect; nearly all actives have a fitted effect of over 45% in size
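H1299 (p53-null), stable ts p53-A138V + BP100-Luc; 1000 cells/well, Opti-MEM/10% FBS; cpd 4 pt, 1:5; 24 h, 37 deg C, 5% CO2; detection reagent 10 min RT; luminescence.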
Integrin act MD – activates integrin-mediated alleviation for muscular dystrophy; alpha7betagal myoblasts, beta-gal FDG fluorescence, 48 h; Potency, µM (titrated, usually from 38.3 µM), inactives show top-dose activation, most hits filed as activators; 350,000 tested, 0.064% active;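 also: potency is read from the fitted curve at half-maximal effect; 100% = response of the positive control SU9516; nearly all actives have a fitted effect of over 60% in size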
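alpha7betagal+/- myoblasts (passage 13, 250/well) treated 48 h at 37C with compounds at 1:260 dilution of DMSO stock. Lysed, then beta-galactosidase activity read as FDG fluorescence (ex 480/em 540) after 30 min, with pre-read for autofluorescence.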
Active calls of the source: *; ? = inconclusive; . = not tested or not shown; [ ] = remark or other dose. Unless noted, calls follow the shape of the dose curve; as a rule, active = well fitted curve in the direction sought with a large enough effect; inconclusive = small, poorly fitted or top-dose-only effect, or another doubt; inactive = no such curve, though single readings can be large; an effect the other way counts as inactive or inconclusive.

SMILES	ELG1 genotoxic	uPA generation	TRPV1 ag	USP2a block	B2AR arrestin	S-ASM inh	Integrin act MD	BRCA1 expr act	PTAP TSG101 blk	Eya2 inh	p53 reactivation
CCCc1cc(=O)oc2c(C)c(OCC(=O)NCCCn3ccnc3)ccc12	1.9%	0.3%	1.9	0.3%	0.3%	1.4%	-13.7%	7.4%	0.9%	5.4%	-5.6%
O/N=C/c1cc(Br)ccc1OCc1ccccc1F	.	1.3%	.	.	.	-6.6%	-15.9%	10.2%	-1.5%	.	.
CC1=C(C)CC(C(=O)Nc2nc(C)cs2)C(C(=O)O)C1 (configuration not stated)	-2.5%	-7.9%	1.0	-0.6%	-0.7%	1.7%	0.0%	16.2%	-6.6%	12.0%	17.9%
O=C(NCc1ccc(Cl)cc1)c1ccc2ccccc2n1	14.2%	-0.1%	23.5	1.5%	-0.2%	-4.9%	0.0%	98.5%	-4.0%	-6.4%	17.6%
COc1ccc(C(=O)COC(=O)CCN2C(=O)[C@@H]3[C@H](C2=O)[C@@H]2C[C@H]3C(Br)C2Br)cc1 (some centres not stated)	-3.1%	-0.4%	-3.6	1.8%	-0.4%	-11.8%	?	-9.9%	-1.4%	1.6%	-7.9%
CC1CCCC(NC(=O)CCS(=O)(=O)c2ccc3c(c2)NC(=O)CS3)C1C (configuration not stated)	-2.1%	-3.4%	11.0	2.8%	-0.6%	-1.0%	0.0%	-7.7%	-1.2%	-2.2%	-2.8%
O=C(Nc1cccc(-c2nc3ccccc3[nH]2)c1)c1ccccn1	-18.7%	8.6%	7.0	-1.9%	-0.2%	-1.8%	-11.8%	-0.8%	-4.8%	2.2%	-1.2%
Cc1nn(Cc2ccc(Cl)cc2)c(Cl)c1/C=N/NC(=O)CNc1ccccc1F	6.1%	0.3%	0.7	-0.6%	-0.2%	-0.4%	-15.9%	23.0%	0.3%	-7.8%	26.3%
O=C(Nc1nc2c(s1)CCCC2)c1cc2n(n1)C(C(F)(F)F)CC(C1CC1)N2 (configuration not stated)	?	5.7%	3.9	3.4%	-0.6%	2.6%	8.9%	58.8%	-1.2%	4.4%	?
Cc1ccc2oc(=O)c3cnn(CC(=O)NCCN(C)C)c3c2c1	6.2%	9.7%	-2.0	-0.5%	-1.0%	4.7%	5.9%	-2.8%	-1.5%	-10.6%	-1.5%
Cc1nc(SCC(=O)N2CCN(c3ccccc3)CC2)n[nH]1	-0.9%	4.9%	2.3	4.0%	-1.0%	1.3%	8.9%	-1.5%	-0.4%	11.8%	-4.8%
CN(C(=O)COC(=O)c1cc(S(=O)(=O)N2CCOCC2)c(Cl)cc1Cl)C1CCS(=O)(=O)C1 (configuration not stated)	-0.4%	0.2%	-1.2	2.8%	-1.0%	0.0%	14.9%	0.0%	-2.3%	-9.5%	-1.3%
CC(C)c1c(O)cc(-c2ccncc2)n(-c2ccc(Cl)cc2)c1=O	0.0%	-2.6%	0.0	2.5%	-0.4%	8.7%	23.2%	-11.6%	-1.3%	7.0%	-6.3%
CCn1nc(C)cc1C(=O)n1nc(C)c(Sc2ncccn2)c1C	0.6%	6.2%	.	1.9%	-0.1%	1.6%	8.1%	-28.0%	0.4%	-23.0%	-2.5%
CC(C)CSc1nc2ccccc2n1CC(=O)O	-12.4%	-1.1%	10.0	-0.2%	-0.3%	-1.4%	14.6%	0.0%	1.9%	4.1%	3.5%
N#Cc1ccccc1S(=O)(=O)N1CCN(c2ccc(S(=O)(=O)N3CCOCC3)cn2)CC1	-4.2%	-2.4%	-2.9	-0.5%	0.0%	-4.1%	-3.1%	-8.8%	-1.8%	11.9%[15.4 µM]	-5.5%
Cc1ncsc1C(=O)Nc1nc2c(s1)CCCC2	?	1.5%	1.6	-5.6%	-0.7%	-2.0%	?	?	-2.8%	2.1%[15.4 µM]	?
O=C(NC1CCCCCC1)c1ccc(S(=O)(=O)NCc2ccco2)cc1	-0.7%	.	-1.0	2.6%	0.4%	-2.2%	-8.9%	2.4%	-0.6%	7.0%	0.6%
CCc1ccccc1N1C(=O)C2CC(C)=C(C)CC2C1=O (configuration not stated)	1.2%	2.2%	-0.3	1.6%	0.0%	0.9%	3.8%	0.0%	0.2%	3.1%	-3.1%
CCCCC1=NN(C(=O)c2ccncc2)C(O)(C(F)(F)F)C1 (configuration not stated)	-5.3%	7.1%	8.0	-1.3%	-1.0%	6.3%	-18.7%	2.7%	-1.5%	-14.5%	-2.3%
Cc1ccc(N(CC(=O)NC2CCCC2)C(=O)CNC(=O)c2cccs2)cc1F	4.5%	-3.1%	9.9	-3.1%	-0.8%	-1.2%	?	-9.1%	-12.5%	7.7%	-1.4%
O=[N+]([O-])c1cccc(-c2ccc(SCc3ccccn3)nn2)c1	?	3.1%	7.3	7.2%	-0.1%	-0.4%	4.4%	6.31µM*	-2.5%	3.5%	?
COc1ccc(NC(=S)N2CCc3ccccc32)cc1OC	19.5%	-2.6%	-1.3	-0.2%	-0.5%	3.8%	?	25.4%	0.8%	-7.9%	13.6%
O=C(Cc1ccc(-c2ccccc2)cc1)N1CCOCC1	1.9%	-1.7%	12.0	1.3%	-0.6%	4.9%	30.4%	15.9%	-4.4%	9.4%	10.9%
O=C(Cc1cccc(NC(=O)C2CCCN(C(=O)c3ccccc3)C2)c1)Nc1cccc(C(=O)N2CCCCC2)c1 (configuration not stated)	.	3.9%	.	.	.	-3.7%	10.8%	8.2%	-1.6%	.	.
COC(=O)C1CCN(C2CC(=O)N(c3cc(C)cc(C)c3)C2=O)CC1 (configuration not stated)	5.8%	-1.1%	-3.2	6.4%	-0.1%	-0.5%	6.4%	13.0%	1.5%	-8.6%	-1.2%
c1cncc(-c2nnc(-c3ccco3)o2)c1	?	6.9%	0.1	-0.4%	-0.1%	-1.7%	26.5%	55.5%	-7.6%	-17.7%	8.8%
CCN(CC)CCC(c1cc(OC)c(OC)c(OC)c1)c1c(OC)cc(OC)c2c(C)cc(=O)oc12 (configuration not stated)	7.7%	5.6%	3.7	20.1%	0.1%	-0.2%	-22.7%	-17.9%	.	1.6%	-2.3%
NC(=O)c1ccc(NC(=O)COC(=O)CC23CC4CC(CC(Br)(C4)C2)C3)cc1	2.3%	-1.4%	.	0.7%	0.2%	-9.1%	20.9%	10.5%	0.5%	-15.7%	8.0%
Cn1ccnc1C(O)(c1ccccc1)c1nccn1C	-0.2%	3.5%	0.7	0.9%	0.5%	0.6%	-16.8%	4.9%	-1.8%	12.6%	-1.2%
Cc1cc(-c2csc(N)n2)c(C)n1-c1ccccc1	14.6%	5.2%	-5.5	1.8%	-0.2%	-3.5%	-16.3%	-13.8%	-13.0%	-4.1%	24.9%
COc1ccc(-c2nnc(SCC(=O)Oc3ccc(C)cc3)o2)cc1	-0.2%	-1.6%	14.0	2.7%	0.0%	1.4%	-19.7%	6.4%	-0.8%	-0.6%	-15.7%
CSc1nnc(-c2cccc(C)c2)n1N	1.4%	-3.5%	-4.5	1.2%	0.1%	1.0%	-17.5%	6.7%	-2.5%	-9.4%	4.9%
Nc1n[nH]c2c1C1(CCCC1)Cc1ccccc1-2	-5.0%	-1.6%	-3.7	0.2%	-0.1%	2.1%	17.2%	0.0%	-2.4%	-12.1%	-9.8%
CCOC(=O)C1CCC(CNCc2ccccc2C)CC1 (configuration not stated)	-3.8%	-2.9%	2.2	-15.6%	-1.0%	-2.8%	4.2%	4.1%	-1.6%	4.0%	-0.4%
CCn1c(SCC(=O)OC)nnc1-c1ccccc1	-1.4%	2.6%	-3.2	-5.2%	0.4%	6.1%	1.8%	7.2%	0.0%	2.4%	-3.0%
COc1ccc(C)cc1NC(=O)c1ccc(N(C)S(C)(=O)=O)cc1	4.5%	3.2%	-4.5	2.0%	-0.1%	1.3%	27.2%	19.0%	-0.6%	-16.2%	-11.7%

Hits appear at their usual frequency. About 2.6% of those tested had a hit in this group.
